Screening results as filed in PubChem BioAssay.
PI4K2A block – qHTS for small molecular inhibitors of PI4K2A. Phosphatidylinositol 4-kinase type 2-alpha (Homo sapiens), Q9BTU6. purified PI4K2A, ADP-Glo luminescence, 1 h; active compounds read low. activity change, negative = inhibition, % at 76.9 µM. 420,000 compounds, 0.13% hits. AID 1346378, 2018; in the data active = activity change below about -50%; inconclusive = mostly about -30% to -49%;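 note: -100% = wells without enzyme as full effect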
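ADP-Glo luminescence measured ADP generated by PI4K2A enzyme (4 ug/mL before mixing) with 1.2 mM PI substrate (pre-mix) and 300 microM ATP (pre-mix). Tris pH7.5 buffer with MgCl2, Triton X-100; 1 h reaction at ambient temperature.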
TrxR1 substrate – qHTS Assay for Substrates of Mammalian Selenoprotein Thioredoxin Reductase 1 (TrxR1): qHTS. Potency, µM (top dose mostly 114 µM), without a hit: top-dose activity change, negative = substrate turnover. purified TrxR1 substrate turnover, NADPH consumption readout. 390,000 compounds, 0.01% hits; note: potency is the fitted concentration of half-maximal effect; % is set by controls: 0 for no effect and ±100 for the full control effect; nearly all actives have a fitted effect of over 50% in size
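Rat TrxR1, dispensed at 90 nM, was prereduced with 400 uM NADPH (final) for 5 min at ~22 deg C, then incubated with compound 15 min before 400 uM selenite. A first-read NADPH fluorescence drop versus no-compound background flagged substrates.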
TRHR agonist – qHTS for Small Molecule Agonists and Allosteric Enhancers of Human TRH Receptor: Primary Screen for Agonists; 360,000 compounds, 0.18% hits; activation, % at 2 µM; Thyrotropin-releasing hormone receptor (Homo sapiens), P34981; TRHR cells, calcium flux fluo-8, FDSS agonist mode; AID 493084, 2011; in the data active = activation above about 30%; note: 0% is about no effect
Target sequence (P34981 whole entry, looked up): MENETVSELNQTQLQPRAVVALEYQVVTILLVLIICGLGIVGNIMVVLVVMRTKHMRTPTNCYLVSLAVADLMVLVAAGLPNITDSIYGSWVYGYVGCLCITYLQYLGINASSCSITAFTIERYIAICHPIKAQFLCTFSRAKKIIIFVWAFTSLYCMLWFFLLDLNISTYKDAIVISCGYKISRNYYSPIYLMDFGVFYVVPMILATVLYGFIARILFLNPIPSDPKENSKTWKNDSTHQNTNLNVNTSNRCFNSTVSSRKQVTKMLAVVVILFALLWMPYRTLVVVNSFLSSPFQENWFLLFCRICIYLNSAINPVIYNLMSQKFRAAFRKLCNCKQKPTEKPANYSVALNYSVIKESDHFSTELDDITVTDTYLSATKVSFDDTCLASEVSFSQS
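Fluo-8-loaded TRHR cells; 10 s baseline, compound added, kinetic Ca2+ fluorescence read 1/s, agonist mode.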
TRHR PAM – qHTS for Small Molecule Agonists and Allosteric Enhancers of Human TRH Receptor: Primary Screen for Enhancers; Thyrotropin-releasing hormone receptor (Homo sapiens), P34981; TRHR cells, fluo-8 calcium fluorescence, EC20 TRH enhancement; enhancement, % at 2 µM; 360,000 compounds, 0.66% hits; in the data active = enhancement above about 30%; note: 0% is about no effect
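TRHR-expressing cells loaded with fluo-8 calcium dye were read kinetically (ex 480/em 530) during compound addition, then stimulated with an EC20 of TRH (10 nM final). Enhancement of the Gq-mediated intracellular calcium response was scored.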
IDH1 R132H inh – qHTS for Inhibitors of mutant isocitrate dehydrogenase 1 (IDH1): qHTS. Isocitrate dehydrogenase [NADP] cytoplasmic (Homo sapiens), O75874. IDH1-R132H enzyme, NADPH consumption, diaphorase/resazurin fluorescence. Potency, µM (doses to about 76.6 µM), without a hit: at the highest dose activity change, negative = inhibition, most hits filed as inhibitors. 390,000 compounds, 0.093% hits; note: potency is the fitted concentration of half-maximal effect; % is set by controls: 0 for no effect and ±100 for the full control effect; nearly all actives have a fitted effect of over 65% in size
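IDH1-R132H (0.5 ug/mL dispensed) in pH 7.5 Tris buffer was preincubated 30 min with compound, then given a substrate mix of 0.016 mM NADPH and 2 mM alpha-KG for 80 min at room temperature; remaining NADPH was read by diaphorase/resazurin fluorescence.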
rTrxR1 inhibitor – qHTS Assay for Inhibitors of Mammalian Selenoprotein Thioredoxin Reductase 1 (TrxR1): qHTS. Thioredoxin reductase 1, cytoplasmic (Rattus norvegicus), O89049. recombinant rTrxR1, NADPH fluorescence consumption, selenite substrate. Potency, µM (highest dose often 114 µM), for inactives: at the highest dose activity change, negative = inhibition, most hits filed as inhibitors. 390,000 compounds, 1% hits; note: potency is the fitted concentration of half-maximal effect; % is set by controls: 0 for no effect and ±100 for the full control effect; nearly all actives have a fitted effect of over 65% in size
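Rat TrxR1 (90 nM in the dispensed reagent) was pre-reduced with 400 uM NADPH for 5 min at room temperature, then incubated with compound for 15 min. After 400 uM selenite was added, NADPH fluorescence (Ex 340/Em 450 nm) was followed for 8 min.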
D2 agonist – HTS Assay for Allosteric Agonists of the Human D2 Dopamine Receptor: Primary Screen for Agonists. D(2) dopamine receptor (Homo sapiens), P14416. HEK293 T-REx D2 cells, calcium flux agonist mode. activation, % at 2 µM. 340,000 compounds, 0.53% hits;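 active = activation over 3 SD above normal in the single-dose calcium agonist read, cut at about 30% in these data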; note: 0% is about no effect
Target sequence (P14416 whole entry, looked up): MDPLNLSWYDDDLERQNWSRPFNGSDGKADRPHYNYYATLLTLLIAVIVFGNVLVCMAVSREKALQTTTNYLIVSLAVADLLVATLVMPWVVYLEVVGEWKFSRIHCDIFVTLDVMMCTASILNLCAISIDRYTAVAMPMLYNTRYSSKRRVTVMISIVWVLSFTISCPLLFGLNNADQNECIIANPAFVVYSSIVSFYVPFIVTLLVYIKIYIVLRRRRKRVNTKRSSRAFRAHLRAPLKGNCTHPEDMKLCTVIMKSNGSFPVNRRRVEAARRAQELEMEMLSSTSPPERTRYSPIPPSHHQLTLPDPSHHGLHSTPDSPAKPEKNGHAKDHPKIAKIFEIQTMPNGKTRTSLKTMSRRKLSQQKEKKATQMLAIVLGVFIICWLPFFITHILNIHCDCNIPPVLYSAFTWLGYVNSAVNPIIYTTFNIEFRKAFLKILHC
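Agonism scored from kinetic calcium signal (1 read/sec, 180 s) following compound pin transfer, after a 10 s baseline. Cells: HEK293 Trex line expressing inducible D2 receptor coupled to calcium, dye-loaded after overnight culture at 30 C.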
USP1-UAF1 inh – Inhibitors of USP1/UAF1: Primary Screen. Ubiquitin carboxyl-terminal hydrolase 1 (Homo sapiens), O94782. recombinant USP1/UAF1, Ub-Rhodamine cleavage fluorescence. Potency, µM (top dose mostly 57.1 µM), inactives show top-dose activity change, negative = inhibition, actives largely listed as inhibitors. 390,000 compounds, 0.23% hits. AID 743255, 2014; note: potency is the fitted concentration of half-maximal effect; % is set by controls: 0 for no effect and ±100 for the full control effect; nearly all actives have a fitted effect of over 60% in size; inactives centre near -12
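In this screen, compounds sit with the deubiquitinase complex (1nM) for 15 min at room temperature before Ub-Rho is added at 150nM final. Fluorescence rise is then followed for 6 reads every 60 seconds.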
D2 antagonist – HTS Assay for Allosteric Antagonists of the Human D2 Dopamine Receptor: Primary Screen for Antagonists. 340,000 compounds, 2% hits. AID 485344, 2010. D(2) dopamine receptor (Homo sapiens), P14416. inhibition, % at 10 µM. HEK293 TREx D2 cells, calcium flux, dopamine EC80; in the data active = inhibition above about 30%; note: 0% is about no effect
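Calcium flux kinetic readout in an inducible HEK293 TREx D2 line plated overnight at 30 C. After 180 s compound exposure, an EC80 dopamine challenge follows with another 180 s kinetic read to detect antagonism.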
* = called active by the depositor; u = inconclusive; x = not tested or not shown; & = joins results of further samples; [ ] = remark or other dose. Unless noted, calls come from the whole dose curve; as a rule, active = well fitted inhibition curve with a large enough effect; inconclusive = small, poorly fitted or top-dose-only effect; inactive = no such curve, though single readings can be large or run the other way.

SMILES	PI4K2A block	TrxR1 substrate	TRHR agonist	TRHR PAM	IDH1 R132H inh	rTrxR1 inhibitor	D2 agonist	USP1-UAF1 inh	D2 antagonist
Cc1ccc(S(=O)(=O)N(C)C)cc1NC(=O)COC(=O)Cc1ccsc1	-1	-1%	-0.6	-3	2%	16%	-1.1	-14%	-2
COCCN=C1NN=C(c2cc(C)n(CC3CCCO3)c2C)CS1 (stereo unspecified)	-12	9%[57.1 µM]	0.6	-6	2%	20%[57.1 µM]	-0.3	-18%	5
COc1ccccc1-c1ocnc1C(=O)N1CCN(C(=O)C(c2ccccc2)c2ccccc2)CC1	-3	-6%	-0.8	-2	1%	1%	-2.9	-9%	-9
CC(=O)N1CCN(S(=O)(=O)c2ccc(S(=O)(=O)NC3CC3)cc2)CC1	0	1%	-0.2	14	9%	8%	0.3	-3%	-1
COCCCN1C(=O)C(=O)/C(=C(/O)c2ccc(OC)cc2)C12C(=O)N(C)c1ccccc12 (stereo unspecified)	4	-14%	1.1	-5	-20%	0%	-0.1	-5%	-20
NS(=O)(=O)c1cc(C(=O)NCC2CCCCC2)ccc1Cl	-1	-2%	-0.2	16	-9%	16%	1.3	-14%	8
CC(/C=N/n1c(-c2ccccn2)n[nH]c1=S)=C\c1ccccc1	-11	-17%	-0.1	0	-14%	u	-0.5	-20%	-16
CSc1ccc(/C=C2\CCn3c2nc2cc(C(=O)O)ccc2c3=O)cc1	0	7%[57.1 µM]	1.0	21	3%	-1%[57.1 µM]	11	-25%	-12
Cc1ccc(OCC(=O)NNC(=O)C2CCN(c3nccc(C)n3)CC2)cc1	0	29%	0.2	1	5%	23%	0.2	-12%	12
Cc1ccc(NC(=O)COc2ccc(C3SCCS3)cc2)cc1	2	6%	0.5	1	9%	22%	0.6	-1%	2
Cc1cc(C)nc(NS(=O)(=O)c2ccc(NC(=O)c3nc(SC(C)C)ncc3Cl)cc2)n1	-3	-6%	-2.7	4	20%	2%	-0.9	-10%	x
Cc1ccccc1NC(=O)Nc1c(C)n(C)n(-c2ccccc2)c1=O	-2	1%	-0.2	8	-3%	0%	-0.9	-20%	-9
CC(C)(C)OC(=O)C[C@H]1C/C=C\C[C@@H](CC(=O)N[C@H](CO)Cc2ccccc2)C(=O)NC[C@@H](c2ccccc2)OC1=O	-1	3%	x	x	14%	5%	x	-14%	x
Cc1ccc2cccc(NC(=O)C(F)(F)F)c2n1	1	2%	0.2	9	10%	-6%	0.1	-12%	10
Cc1cccc(-n2nc(C)c3c(C(=O)O)cc(-c4cccs4)nc32)c1	-3	14%[57.1 µM]	0.1	9	-5%	-1%[57.1 µM]	0.5	-16%	-3

Record cards, as listed above. Order of screens: PI4K2A block | TrxR1 substrate | TRHR agonist | TRHR PAM | IDH1 R132H inh | rTrxR1 inhibitor | D2 agonist | USP1-UAF1 inh | D2 antagonist
Listed for CSc1ccc(/C=C2\CCn3c2nc2cc(C(=O)O)ccc2c3=O)cc1 : 0 | 7%[57.1 µM] | 1.0 | 21 | 3% | -1%[57.1 µM] | 11 | -25% | -12
Listed for CC(C)(C)OC(=O)C[C@H]1C/C=C\C[C@@H](CC(=O)N[C@H](CO)Cc2ccccc2)C(=O)NC[C@@H](c2ccccc2)OC1=O : -1 | 3% | x | x | 14% | 5% | x | -14% | x

Further records:
SMILES	PI4K2A block	TrxR1 substrate	TRHR agonist	TRHR PAM	IDH1 R132H inh	rTrxR1 inhibitor	D2 agonist	USP1-UAF1 inh	D2 antagonist
CCc1nc(SCc2ccc(OC)cc2)n[nH]1	0	-4%	0.7	3	-9%	5%	-0.4	-5%	-12
O=C(NC1CCCCC1)C(c1ccccc1)N(Cc1cccnc1)C(=O)c1csnn1 (stereo unspecified)	-1	6%	0.0	-3	-6%	18%	-0.2	-7%	14
Cc1cccc2c1cnn2C(=O)CCC(=O)NCC(C)c1ccccc1 (stereo unspecified)	-2	-5%[57.1 µM]	-0.2	2	11%	19%[57.1 µM]	0.0	-17%	-3
Cc1cccc(Cc2nnc(CCC(=O)N3CCCCC3c3nccs3)o2)c1 (stereo unspecified)	-4	8%	-4.9	-9	-9%	36%[activator]	0.6	-7%	3
O=C(Cn1c(=O)n(CC2CCCO2)c(=O)c2ccccc21)N1CCN(c2ccccc2)CC1 (stereo unspecified)	11	8%[57.1 µM]	-1.4	5	1%	0%[57.1 µM]	0.3	-4%	2
O=C(N/N=C/c1ccc(O)cc1)NC12CC3CC(CC(C3)C1)C2	2	9%[57.1 µM]	0.0	-11	1%	7%[57.1 µM]	1.0	u	-6
O=c1oc2c(-c3cccc(F)c3)cc(O)cc2s1	-6	u	1.3	-4	1%	u	0.1	-18%	0
COc1ccc2[nH]c(=O)c(CN(CC3CCCO3)C(=O)Nc3ccc(F)cc3)cc2c1 (stereo unspecified)	2	23%	0.0	-6	3%	3%	1.2	-11%	-22
COC(=O)[C@]1(Cc2ccccc2)N[C@H](c2ccc(-c3cccc(Cl)c3)cc2)[C@@H]2C(=O)N(C)C(=O)[C@@H]21	0	6%[57.1 µM]	0.9	8	-5%	6%[57.1 µM]	1.1	-15%	6
N#CC1(c2ccc(NC(=O)c3ccccc3)cc2)CCCC1	x	x	0.7	8	x	x	0.0	x	3
CCC(C)(C)NC(=O)C(c1ccccn1)N(C(=O)c1csnn1)C1CCCCC1 (stereo unspecified)	1	-2%[57.1 µM]	4.5	-9	-10%	-3%[57.1 µM]	3.0	-5%	8
CC(=O)NC(Cc1cccc(C)c1)C(=O)NC1CCN(C(=O)c2ccc([N+](=O)[O-])cc2)CC1 (stereo unspecified)	0	5%	0.3	-3	-6%	21%	1.5	-18%	-2
COc1ccc(CN2C(=NC(=O)C3CCCO3)SC3CS(=O)(=O)CC32)cc1 (stereo unspecified)	-2	-1%	0.4	-1	0%	-6%	-0.1	-22%	5
CCC(=O)N1CCN(c2ccccc2NC(=O)c2ccc(OC)c(Cl)c2)CC1	-1	-2%	-0.1	-5	0%	1%	0.0	-21%	-5
CCOC(=O)C1CCCN(C(=O)c2c(C)nn(-c3ccc(F)cc3)c2-n2cccc2)C1 (stereo unspecified)	-1	-2%	0.6	-2	-1%	12%	0.2	u	x
Cc1c(O)ccc2c(O)c(NC(=O)c3ccc4c(c3)CCC(C)(C)O4)c(=O)oc12	-2	0%[2.29 µM]	1.0	7	-8%	1%[2.29 µM]	0.3	-24%	-12
Nc1c(O)ccc2c1C(=O)c1ccccc1C2=O	-23	-8%	0.3	21	6%	-19%	-0.4	-21%	13
COc1ccc(CNCCCn2cnc(C(=O)Nc3ccc(C)c(C)c3)n2)cc1	-5	0%	x	x	-3%	-11%	x	-16%	x
O=C(N/C(=C\c1ccc([N+](=O)[O-])cc1)C(=O)N1CCOCC1)c1cccc(Br)c1	3	-16%	-0.5	18	-6%	-17%	0.2	-13%	8
CC(=O)c1ccc(Nc2ncnc3c2oc2ccccc23)cc1	-11	-11%	-0.2	-1	0%	-18%	0.4	-5%	10
CC1(c2ccc(C#N)cc2)NC(=O)N(CC(=O)Nc2cc(S(=O)(=O)N3CCOCC3)ccc2Cl)C1=O (stereo unspecified)	3	7%	-0.2	8	8%	13%[57.1 µM]	2.2	-21%	-10
Cc1ccc(C(O)(C(=O)NNc2ccc3ccccc3n2)c2ccc(C)cc2)cc1	-2&-2	-3%&9%	0.0&-1.5	6&-11	4%&-3%	-6%&13%	-1.0	-22%&-14%	-6
CC1CCCN(C2=C(Cl)C(=O)N(c3cccc(Cl)c3)C2=O)C1 (stereo unspecified)	2	-7%	0.1	6	0%	-9%	0.5	-4%	44*
CC(=O)c1cccc(NC(=O)Nc2ccc(C)cc2)c1	-1	-4%	0.3	9	-2%	-4%	1.1	1%	-13
CCCS(=O)(=O)N1CC(=O)N(c2ccc(Cl)cc2)C(C)(C(=O)NC2CCCC2)C1 (stereo unspecified)	-2	-3%	0.0	-1	6%	12%	-0.4	-14%	x
Cc1cc(C)cc(N(C)S(=O)(=O)c2nnc(NC(=O)COc3ccc(C)c(C)c3)s2)c1	-1	-5%	1.0	-3	-2%	18%[11.4 µM]	0.1	u	x
Cc1noc(C)c1C(=O)NCCCN1CCCC1=O	-11	-3%	1.8	1	4%	10%	1.2	0%	-13
NC(=O)C(Cc1ccccc1)NS(=O)(=O)c1ccc(N2CCCC2=O)cc1 (stereo unspecified)	4	12%	1.2	1	11%	24%	-0.3	u	-2
COc1ccc(-c2cn3nc(C)c(C)nc3n2)cc1OC	2	0%	0.5	3	-1%	13%	0.1	-20%	2
Cc1[nH]c(N=Nc2ccccc2)nc1N=Nc1ccccc1	-4	-6%	0.6	-3	0%	4%	-1.9	-26%	-5
COc1ccc(Cl)cc1CC=NNC(=O)c1cccc(C)c1O	7	2%[11.4 µM]	x	x	-2%	5%[11.4 µM]	x	-14%	x
CSc1ccc(C(=O)C2CCCN(C(=O)Cc3nonc3C)C2)cc1 (stereo unspecified)	2	-4%[57.1 µM]	0.6	1	0%	-12%[57.1 µM]	0.4	-5%	25

Individual results from the entries so far.
COc1ccc(-c2cn3nc(C)c(C)nc3n2)cc1OC in TRHR PAM = 3
Cc1noc(C)c1C(=O)NCCCN1CCCC1=O in TRHR agonist = 1.8
COc1ccc(Cl)cc1CC=NNC(=O)c1cccc(C)c1O in PI4K2A block = 7
